PrPC surface inh: inhibitors of human cell surface prion protein PrPC. TR-FRET read-out. inhibition, % at 13.8 µM. 370,000 compounds, 0.43% hits; in the data active = inhibition above about 24%; note: 0% = median of the test wells and 100% = reference compound wells
CCHF vOTU inh: CCHFV vOTU protease inhibition | Pep-AMC fluorescence | inhibition, % at 11.5 µM | 370,000 compounds, 0.55% hits; note: 0% = vehicle wells with enzyme and 100% = no enzyme wells
FadD28 FP inh: M. tuberculosis FadD28 bisubstrate binding inhibition. 360,000 compounds, 0.22% hits. AID 588549. FadD28 bisubstrate probe binding, fluorescence polarization. inhibition, % at 12.5 µM; in the data active = inhibition above about 8.5%, passing the limit was not always enough; inconclusive = no clear call, values can overlap the other calls
GDH-TPI inh: inhibits GDH-TPI coupling enzymes, artifact for Mtb FBA screen; GDH-TPI coupled enzyme counterscreen, NADH absorbance; inhibition, % at 4.8 µM; 360,000 compounds, 1.2% hits; AID 588335;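 note: 0% = DMSO wells and 100% = wells lacking the enzyme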
UGM FP inh: Mtb UDP-galactopyranose mutase inhibition; purified UGM, fluorescence polarization probe displacement; 320,000 compounds, 0.06% hits; inhibition, % at 10 µM; in the data active = inhibition above about 10%, passing the limit was not always enough; inconclusive = no clear call, values can overlap the other calls
Target sequence (P9WIQ1 whole entry, looked up): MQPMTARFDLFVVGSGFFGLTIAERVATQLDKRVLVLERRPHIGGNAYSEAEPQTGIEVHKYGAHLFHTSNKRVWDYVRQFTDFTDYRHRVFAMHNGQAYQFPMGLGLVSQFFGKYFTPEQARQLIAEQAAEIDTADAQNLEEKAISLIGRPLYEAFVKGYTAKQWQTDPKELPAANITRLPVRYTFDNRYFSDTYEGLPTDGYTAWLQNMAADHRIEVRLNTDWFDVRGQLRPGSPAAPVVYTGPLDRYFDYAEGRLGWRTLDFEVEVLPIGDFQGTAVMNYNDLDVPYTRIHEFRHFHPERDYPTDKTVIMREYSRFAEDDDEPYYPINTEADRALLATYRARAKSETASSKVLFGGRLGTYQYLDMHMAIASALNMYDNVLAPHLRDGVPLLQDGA
BoNT-F LC inh: inhibitors of Botulinum neurotoxin F light chain protease; inhibition, % at 10 µM; Multiplex microsphere protease cleavage assay, flow cytometry; AID 588497; 360,000 compounds, 0.22% hits; in the data active = inhibition above about 35%, passing the limit was not always enough; inconclusive = no clear call, values can overlap the other calls; note: plate controls were buffer without enzyme for full effect and enzyme alone for no effect
Mtb FBA inh: inhibitors of M. tuberculosis fructose-bisphosphate aldolase | P9WQA3 | purified M. tuberculosis FBA, fluorescence read-out | inhibition, % at 1 µM | 360,000 compounds, 2.3% hits | AID 588726; in the data active = inhibition above about 27%;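 note: 0% = vehicle and 100% = reference inhibitor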
Target sequence (P9WQA3 whole entry, looked up): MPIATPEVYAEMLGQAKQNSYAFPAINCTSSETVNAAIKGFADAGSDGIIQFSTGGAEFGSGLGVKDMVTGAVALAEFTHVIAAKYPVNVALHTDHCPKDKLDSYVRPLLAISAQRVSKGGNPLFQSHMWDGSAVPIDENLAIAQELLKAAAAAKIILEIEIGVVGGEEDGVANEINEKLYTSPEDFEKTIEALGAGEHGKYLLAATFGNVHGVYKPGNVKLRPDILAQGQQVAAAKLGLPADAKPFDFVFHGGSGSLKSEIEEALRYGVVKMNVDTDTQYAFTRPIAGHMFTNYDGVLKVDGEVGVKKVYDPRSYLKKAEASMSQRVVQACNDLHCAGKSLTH
BoNT A protease: blocks Botulinum neurotoxin A light chain protease. multiplex microsphere protease substrate cleavage, flow cytometry. inhibition, % at 10 µM. 360,000 compounds, 0.17% hits. AID 588499; in the data active = inhibition above about 30%; inconclusive = no clear call, values can overlap the other calls; note: plate controls were buffer without enzyme for full effect and enzyme alone for no effect
BioA inh: BioA (M. tuberculosis) enzyme inhibition; purified M. tuberculosis BioA enzyme, plate reader; inhibition, % at 9.99 µM; 360,000 compounds, 0.096% hits; in the data active = inhibition above about 40%; inconclusive = no clear call, values can overlap the other calls
* = called active by the depositor; ? = inconclusive; . = not tested or not shown. Cut-off read from the data, not from the text of the source, unless noted: active = inhibition above about 30%; inactive = the rest.

SMILES	PrPC surface inh	CCHF vOTU inh	FadD28 FP inh	GDH-TPI inh	UGM FP inh	BoNT-F LC inh	Mtb FBA inh	BoNT A protease	BioA inh
CS(=O)(=O)N1CCN(C2CCN(Cc3ccccc3)CC2)CC1	-5	0	0.3	-5	1.0	9	-3	0.7	-1.7
CC(C)OC(=O)CCC1(C(=O)O)CCC(=O)NC1 (configuration not stated)	-1	-11	-3.4	4	-1.0	-6	0	-0.4	-0.2
COc1ccc(-n2nnnc2SC(C)C(N)=O)cc1 (configuration not stated)	5	-5	-2.7	-6	2.8	0	-4	-0.4	0.9
CC1(C(=O)Nc2cccc(C#N)c2)CCN1C(=O)C/C=C/c1ccccc1 (configuration not stated)	11	15	-6.5	-5	.	-2	0	0.0	2.0
O=C(Cn1c(=O)oc2ccccc21)NC(=O)NCc1ccccc1	-4	-7	-1.9	4	-0.7	0	2	-0.6	0.3
CN(CC1CCCN(CCc2cccc(C(F)(F)F)c2)C1)C(=O)c1ccco1 (configuration not stated)	-3	-2	0.5	3	6.5	0	2	-0.6	-0.5
COc1ccc(N(CC(O)Cn2cnc3ccccc32)S(=O)(=O)c2ccc(C)cc2)cc1 (configuration not stated)	-18	-1	0.1	-2	2.1	-2	3	0.2	0.6
c1ccc2c3n(nc2c1)CCCO3	5	-7	-2.4	3	-3.0	4	3	-0.4	-0.8
Cn1cc(Br)c(C(=O)NN2C(=O)C3C(C2=O)C2C=CC3C23CC3)n1 (configuration not stated)	4	-5	-4.0	-10	2.1	-5	0	-0.5	1.0
Fc1ccc(Nc2nc(N3CCOCC3)nc(N3CCOCC3)n2)cc1Cl	-11	8	-3.1	-16	0.9	0	1	0.4	-0.9
COc1ccccc1NC(=O)Nc1nc(C(N)CC(C)C)cs1 (configuration not stated)	9	17	-5.6	-9	.	-11	2	-0.7	2.7
COc1cc(NC(=O)C2=C(C)OCCS2)c(Cl)cc1C(=O)NCCN(C)C	5	2	-1.5	15	1.9	-1	0	-1.2	-0.5
COc1ccccc1NC(=S)N1CCN(c2ccccn2)CC1	0	-2	-1.4	-1	4.1	0	-1	0.0	-0.3
CC1CCC(NC(=O)C2CC(=O)N(c3ccc4c(c3)OCCO4)C2)CC1 (configuration not stated)	-3	-12	-2.6	-2	0.5	-6	3	-0.1	.
N#CCCN(Cc1cccnc1)S(=O)(=O)c1ccc2ccccc2c1	-6	-9	-3.0	-4	-0.5	.	-1	.	5.0
COc1ccc(CNC(=O)Cn2ncn3c(cc4ccccc43)c2=O)cc1	3	-15	-1.1	1	1.3	-5	4	0.3	-1.0
CCOC(=O)C1CCCN(c2ncnc3c2cnn3-c2cccc(C)c2)C1 (configuration not stated)	-4	-16	-1.2	1	0.0	23	0	3.2	1.4
CCN(CC(=O)Nc1ccccc1C(F)(F)F)C(=O)C1CCC1	3	10	-4.6	-4	0.7	-1	-3	3.8	.
CCc1ccc(CCC(=O)Nc2ccc(S(N)(=O)=O)cc2)o1	-5	-7	-4.1	5	0.5	-8	0	0.3	4.3
O=C(O)c1cccc(N2C(=O)c3ccc4c5c(ccc(c35)C2=O)C(=O)N(c2cccc(C(=O)O)c2)C4=O)c1	-10	5	1.5	38*	2.8	-3	-3	-0.1	-3.0
Cc1ccc(C)c(NC(=O)CCN2CCc3ccccc3C2)c1	0	-6	-4.8	-1	-0.5	0	1	0.2	.
CSCCC(NS(=O)(=O)c1ccc(C)cc1)C(=O)NC1CCCCCC1 (configuration not stated)	-1	-6	-1.2	0	-2.0	-2	5	2.2	-1.0
COc1ccc(C(C)(C)C)cc1NC(=O)CCN1C(=O)NC(C)(C)C1=O	6	16	-0.3	6	-0.6	-12	4	-0.2	-8.7
Cc1cc(C)c(S(=O)(=O)N2CCN(C(=O)c3cc(=O)[nH]c4ccccc34)CC2)c(C)c1	0	-7	-1.2	11	0.6	-1	9	0.5	1.1
Cc1cccc2cc(CN(CCN3CCOCC3)C(=O)Nc3ccccc3F)c(=O)[nH]c12	1	9	-1.7	6	.	1	5	0.0	-0.6
(next part)
SMILES	PrPC surface inh	CCHF vOTU inh	FadD28 FP inh	GDH-TPI inh	UGM FP inh	BoNT-F LC inh	Mtb FBA inh	BoNT A protease	BioA inh
CC1=CCC2C(=O)N(c3ccccc3OC(=O)c3ccccc3F)C(=O)C2C1 (configuration not stated)	-4	-4	-3.3	4	1.4	-7	1	0.4	-1.6
CCOC(=O)CNC(=O)CSc1nnnn1-c1ccc(C)c(C)c1	-1	10	-0.2	4	1.3	2	0	0.1	-2.0
Cc1nccn1C[C@@H]1CCc2c(c3ccccc3n2C)C1=O	5	-11	-0.3	5	-0.3	-12	0	-1.5	1.0
Cc1ccc(OC(=O)c2ccc(C)c(C)c2)cn1	6	-5	-1.4	4	-3.0	5	0	-0.2	-4.4
NCCCCCC(=O)Nc1ccncc1	1	-1	0.2	9	-2.6	-5	5	-0.2	.
Cc1cc(C)n(C(=O)CCCCCCCC(=O)n2nc(C)cc2C)n1	7	-17	-3.9	2	1.6	-6	-6	2.1	0.7
C/C(=C\C(=O)c1cccnc1)Nc1ccc(C(=O)O)cc1	4	-5	0.1	5	-0.8	-5	3	-0.1	-0.7
CCCCOCCCNC(=O)c1cccs1	5	-13	0.9	4	5.0	-13	2	-1.1	-0.7
Cc1ccc(C(=O)N2CCCC(Nc3ccc(F)cc3)C2)cc1C (configuration not stated)	5	30*	-0.8	5	-4.1	15	0	2.3	5.6
Cc1cccc2sc(NC(=O)CCNS(=O)(=O)c3cccs3)nc12	15	-4	-3.4	0	1.3	-5	-2	1.1	-0.3
CC1CCCCC1NC(=O)NC(=O)COC(=O)c1ccc(OC(F)F)cc1 (configuration not stated)	-5	10	-9.3	5	.	2	7	0.3	0.0
COc1ccc(OCC(O)Cn2c(N3CCCCC3)nc3c2c(=O)[nH]c(=O)n3C)cc1 (configuration not stated)	2	-18	-2.1	10	0.1	11	-2	0.9	-0.8
C[C@@]12C(=O)N(Cc3ccc(Cl)cc3)CC(=O)N1[C@H]1c3ccccc3OC[C@@H]1[C@@H]2c1ccccc1	9	11	0.0	3	1.0	0	0	-0.7	-4.9
COC(=O)c1ccc2[nH]ccc2c1	7	4	-2.1	15	1.4	4	1	0.2	-1.2
COc1ccccc1N1CCN(C2CC(=O)N(c3ccc(Cl)cc3)C2=O)CC1 (configuration not stated)	-1	-12	-2.3	7	0.3	?	0	0.6	-1.5
Nc1ccn([C@@H]2O[C@H](C(=O)N3CCN(Cc4ccccn4)CC3)[C@@H](O)[C@H]2O)c(=O)n1	2	8	.	.	.	-3	.	-0.4	.
O=C(/C=C/c1ccc(Cl)cc1)NC1CCS(=O)(=O)C1 (configuration not stated)	0	-8	-0.4	1	-0.4	3	2	-1.1	.
CCC1=NN(C(=O)COc2ccccc2C)C(O)(c2ccncc2)C1 (configuration not stated)	3	-3	-3.2	-5	0.6	-7	-6	-0.5	.
CCOc1ccc2oc(C(=O)OCC(=O)N3C(C)CCCC3C)c(C)c2c1 (configuration not stated)	-4	8	-3.2	6	-1.6	-13	48*	-1.0	-0.7
Cc1ccc(NC(=O)Nc2ccc(F)cc2F)c(OC(F)F)c1	6	-11	-3.4	-10	2.1	-4	-3	-0.1	-1.8
CC(C)CC(NS(=O)(=O)c1ccc2c(c1)oc(=O)n2C)C(=O)NCc1cccnc1 (configuration not stated)	1	-5	-1.1	-7	2.5	3	-2	-0.3	0.3
Nn1cc(-c2ccccc2)nc1SCC(=O)N1CCN(S(=O)(=O)c2ccc3ccccc3c2)CC1	-7	-6	0.3	2	-2.3	-14	2	-0.1	.
CC(C)NC(=O)c1ccc(COCC(F)(F)F)cc1	7	-6	0.0	0	-0.7	-11	-3	0.1	.
Cc1[nH][nH]c(=O)c1[C@@H](c1ccccc1[N+](=O)[O-])C(C#N)C#N	1	9	-1.4	4	-0.5	-5	3	-0.5	.
CCCc1c(NC(=O)Nc2ccc(Cl)cc2Cl)cnn1-c1ccccc1	7	7	-3.6	4	2.7	-6	3	-0.7	-0.6
The list continues.
SMILES	PrPC surface inh	CCHF vOTU inh	FadD28 FP inh	GDH-TPI inh	UGM FP inh	BoNT-F LC inh	Mtb FBA inh	BoNT A protease	BioA inh
COc1ccc2nc(NC(C)=O)sc2c1	0	-6	-1.7	4	-0.1	-22	1	-2.0	0.7
CS(=O)(=O)Nc1cccc(C2=NN(S(C)(=O)=O)C(c3ccc4c(c3)OCO4)C2)c1 (configuration not stated)	-2	-2	-2.1	6	-0.7	-2	1	-0.6	.
C=C(C)CC1N(c2cccc(OC)c2)C(=O)C2C(C(=O)O)C3C=CC21O3 (configuration not stated)	-5	0	1.7	8	-1.2	-6	5	-1.2	-0.8
Cc1ccc2c(c1)N(CC(=O)NCCc1ccccc1)C(=O)c1cccnc1O2	1	-9	-3.0	-6	1.7	-1	3	-0.4	-0.7
Cc1ccc(C2=NS(=O)(=O)N(C)C(C(=O)N3CCOCC3)=C2)cc1	-11	1	-0.3	24	-2.3	6	2	0.2	1.7
CCNc1nc(-c2sc(NC(=O)C(C)(C)C)nc2C)c(-n2cc(-c3ccccc3)nn2)s1	12	4	.	.	.	-14	.	-0.7	.
CC1(C(=O)NS(=O)(=O)C2CC2)CCCN(C(=O)COc2ccccc2)C1 (configuration not stated)	.	.	-3.0	8	.	-2	-4	-0.2	-1.4
COc1ccc(/C=C/C2=CC(C)(C)NC(=S)N2)cc1OC	1	-8	-2.3	14	-0.3	9	3	0.5	.
CCOC(=O)c1cc2occc2n1CCCN1C(=O)c2ccccc2C1=O	3	-3	-3.4	2	1.0	-4	-2	-0.1	0.3
CCc1ccccc1NC(=O)CNC(=O)CNC(=O)Cc1ccccc1	2	7	-2.0	-7	.	2	-3	1.8	-2.4
COc1cc2c(cc1OC)C1=NC(=O)CN1C(SCc1ccc(C)cc1)=N2	19	14	-4.0	-5	-0.8	0	18	0.6	.
CN(C1CCS(=O)(=O)C1)S(=O)(=O)c1cccc2nsnc12 (configuration not stated)	-7	9	-3.7	3	-0.3	-2	3	0.6	-0.2
COc1cccc(CN(C(=O)c2ccco2)C2CCS(=O)(=O)C2)c1 (configuration not stated)	-2	10	-2.2	12	-0.3	0	-3	1.7	-0.3

An excerpt of these results, comma-delimited:
smiles,PrPC surface inh,CCHF vOTU inh,FadD28 FP inh,GDH-TPI inh,UGM FP inh,BoNT-F LC inh,Mtb FBA inh,BoNT A protease,BioA inh
CC(C)NC(=O)c1ccc(COCC(F)(F)F)cc1,7,-6,0.0,0,-0.7,-11,-3,0.1,.
Cc1[nH][nH]c(=O)c1[C@@H](c1ccccc1[N+](=O)[O-])C(C#N)C#N,1,9,-1.4,4,-0.5,-5,3,-0.5,.
CCCc1c(NC(=O)Nc2ccc(Cl)cc2Cl)cnn1-c1ccccc1,7,7,-3.6,4,2.7,-6,3,-0.7,-0.6
COc1ccc2nc(NC(C)=O)sc2c1,0,-6,-1.7,4,-0.1,-22,1,-2.0,0.7
CS(=O)(=O)Nc1cccc(C2=NN(S(C)(=O)=O)C(c3ccc4c(c3)OCO4)C2)c1 (configuration not stated),-2,-2,-2.1,6,-0.7,-2,1,-0.6,.
C=C(C)CC1N(c2cccc(OC)c2)C(=O)C2C(C(=O)O)C3C=CC21O3 (configuration not stated),-5,0,1.7,8,-1.2,-6,5,-1.2,-0.8
Cc1ccc2c(c1)N(CC(=O)NCCc1ccccc1)C(=O)c1cccnc1O2,1,-9,-3.0,-6,1.7,-1,3,-0.4,-0.7
Cc1ccc(C2=NS(=O)(=O)N(C)C(C(=O)N3CCOCC3)=C2)cc1,-11,1,-0.3,24,-2.3,6,2,0.2,1.7
CCNc1nc(-c2sc(NC(=O)C(C)(C)C)nc2C)c(-n2cc(-c3ccccc3)nn2)s1,12,4,.,.,.,-14,.,-0.7,.
CC1(C(=O)NS(=O)(=O)C2CC2)CCCN(C(=O)COc2ccccc2)C1 (configuration not stated),.,.,-3.0,8,.,-2,-4,-0.2,-1.4
COc1ccc(/C=C/C2=CC(C)(C)NC(=S)N2)cc1OC,1,-8,-2.3,14,-0.3,9,3,0.5,.
CCOC(=O)c1cc2occc2n1CCCN1C(=O)c2ccccc2C1=O,3,-3,-3.4,2,1.0,-4,-2,-0.1,0.3
CCc1ccccc1NC(=O)CNC(=O)CNC(=O)Cc1ccccc1,2,7,-2.0,-7,.,2,-3,1.8,-2.4
